High-throughput results from PubChem.
XiGFP reactiv: X-chromosome reactivation activator; XiGFP mouse fibroblasts, % GFP-positive cells imaging, 3 d; cells co-treated with 5-aza-dC sensitizer; scaled so ellipticine positive control = 100%; activation, % at 7.58 µM; 0.055% of 360,000 active;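 active = mean normalized replicate activation at least 10% and every replicate at or above 10%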;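 note: 0% = median of on-plate neutral control wells and 100% = ellipticine 6 µM median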
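Assay system: SV40-immortalized XiGFP fibroblast cells, line 68-5-11; buffer or medium: DMEM plus 5-aza-dC sensitizer; compound: one concentration, pinned; timing: compounds 3 days, fix/stain 15 min at room temperature; benchmarks: positive control ellipticine, 6 µM final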
RAD52 anneal inh: RAD52 (human) annealing inhibition; P43351; recombinant RAD52 DNA annealing, FRET fluorescence; inhibition, % at 18.7 µM; 0.46% of 360,000 active; AID 651710;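 active = every replicate showing at least 50% inhibition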
E-sel inducer: E-selectin induction on HUVECs; P16581; HUVEC E-selectin immunofluorescence imaging; normalized: neutral wells 0, TNF-alpha wells 100; activation, % at 7.58 µM; 0.37% of 260,000 active;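 active = mean E-selectin-positive cell signal at least 10% of the positive control, reached in at least 60% of replicates, without over 20% cell loss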;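 note: in these data hits start at about 27%; measured in HUVEC primary endothelial cells; signal is the percent of cells scored E-selectin positive by PE staining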
Target sequence (P16581 whole entry, looked up): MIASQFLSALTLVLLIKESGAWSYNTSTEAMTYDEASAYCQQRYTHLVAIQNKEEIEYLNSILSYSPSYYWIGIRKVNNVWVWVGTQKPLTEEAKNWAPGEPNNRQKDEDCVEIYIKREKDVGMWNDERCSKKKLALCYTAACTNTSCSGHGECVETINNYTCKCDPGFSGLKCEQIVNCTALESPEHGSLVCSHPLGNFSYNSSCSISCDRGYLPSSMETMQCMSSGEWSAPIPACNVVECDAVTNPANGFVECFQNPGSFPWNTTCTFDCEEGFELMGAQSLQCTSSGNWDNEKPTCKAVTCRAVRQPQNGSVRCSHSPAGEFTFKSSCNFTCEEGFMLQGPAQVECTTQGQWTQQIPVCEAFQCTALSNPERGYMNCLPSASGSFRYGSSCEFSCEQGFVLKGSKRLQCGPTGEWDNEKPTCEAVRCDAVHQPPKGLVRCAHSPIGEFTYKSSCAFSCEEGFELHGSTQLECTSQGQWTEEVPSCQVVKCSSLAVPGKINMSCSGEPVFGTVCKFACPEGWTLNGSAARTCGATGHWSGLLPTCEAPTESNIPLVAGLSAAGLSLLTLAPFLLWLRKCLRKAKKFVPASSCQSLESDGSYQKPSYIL
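Read-out basis: % PE-positive cells; Test system: HUVEC primary endothelial cells; Technique: immunofluorescence imaging; Dosing: single-point compound dose.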
esBAF inh: blocks esBAF chromatin remodeling in mouse ES cells. Bmi1-luciferase knock-in reporter, 24 h; 100% = twice the neutral-well signal. reporter increase, % at 12.5 µM. 2% of 350,000 active; in the data active = activation above about 40%;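 note: 0% = median of the plate's neutral control wells and 100% = double that signal; a rise in the Bmi1 reporter signal indicates esBAF inhibition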
ERp5 inh: blocks human ERp5 reductase activity on insulin; ERp5 insulin aggregation, absorbance 650 nm, 90 min; Q15084; inhibition, % at 9.99 µM; 0.05% of 350,000 active;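 active = mean replicate inhibition above about 25%, with every replicate also reaching it, limit read from the data, passing the limit was not always enough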
RAD54 inh: RAD54 (human) branch migration inhibition. RAD54 Holliday junction branch migration, FAM/BHQ fluorescence. inhibition, % at 10.4 µM. 0.14% of 360,000 active. AID 602329;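 active = mean normalized replicate activity at least 40 and at least half of replicates scoring 40 or more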;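 note: 0% = median of neutral control wells and 100% = median of positive control wells; inhibitors cause a drop in the FAM fluorescence signal; in these data hits start at about 50%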
S100A4 inh HTS: blocks human S100A4 binding to myosin IIA peptide | S100A4/TAMRA-MyoIIA peptide fluorescence polarization | inhibition, % at 10.7 µM | 0.14% of 360,000 active;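 active = mean inhibition of at least 70% across replicates, with every replicate also reaching that level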
Target sequence (P26447 whole entry, looked up): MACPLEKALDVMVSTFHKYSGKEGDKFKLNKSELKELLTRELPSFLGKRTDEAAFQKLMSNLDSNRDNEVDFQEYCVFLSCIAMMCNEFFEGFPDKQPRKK
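System – human S100A4 monomer protein, biochemical binding assay · Buffer or medium – Calcium-containing HEPES buffer, pH 7.2 · Timing – 5 min between mix addition and reading · Also added – TAMRA-labelled myosin IIA heavy-chain peptide probe, 5 nM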
ERAP1 inh: inhibitors of human ERAP1 aminopeptidase | Q9NZ08 | recombinant ERAP1, Leu-AMC fluorescence, 60 min | inhibition, % at 10.7 µM | 0.15% of 340,000 active | AID 652197;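 active = mean replicate inhibition of at least 30%, or all replicates individually reaching that 30% level; inactive = mean below 30% and not every replicate reaching it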;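 note: 0% = neutral control wells and 100% = L-leucinethiol positive control wells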
An asterisk follows results filed as active; i = inactive; . = no result given; & = joins results of further samples.

SMILES	XiGFP reactiv	RAD52 anneal inh	E-sel inducer	esBAF inh	ERp5 inh	RAD54 inh	S100A4 inh HTS	ERAP1 inh
O=C(c1ccccc1F)N1C[C@H]2[C@@H](c3ccccc31)[C@@H](CO)N2Cc1ccc2c(c1)OCO2	0.0	5	0.2	0	-1	-4	1	1
Cc1ccccc1NC(=O)CCC(=O)N/N=C/c1c[nH]c2ccccc12	0.0	-24	.	.	-1	.	1	-2
COc1cccc(/C=C(/C(=O)OCC(=O)NC2CCCCCCC2)c2ccccc2)c1	0.1	1	1.7	.	2	.	0	7
O=C(NC1Cc2ccccc2C1)[C@@H]1[C@@H](CO)[C@@H]2Cn3c(ccc(-c4ccccc4)c3=O)[C@H]1N2	0.0	-2	0.0	-1	1	-3	-3	7
COc1ccccc1CN1CCC(n2nccc2NC(=O)CCCc2ccccc2)CC1	0.1	-37	0.2	3	3	4	-2	-3
CCC(=O)N[C@H]1CC[C@@H](CCn2cc(C3CC3)nn2)O[C@H]1CO	0.1	2	-0.1	-9	-1	2	3	3
Cc1ccc(C(=O)N/C(=C/c2ccco2)C(=O)NC2CCS(=O)(=O)C2)cc1 (stereo unspecified)	0.4	-17	2.9	.	-1	.	-13	1
C=CCOc1ccc(-c2nc3c(c(=O)[nH]c(=O)n3CCCC)n2C)cc1OC	0.0	-5	.	-2	2	-1	1	-1
Cc1noc(C)c1NC(=O)N(C)C[C@H]1Oc2ncc(C#CC(C)C)cc2C(=O)N([C@@H](C)CO)C[C@@H]1C	0.3	-8	0.1	6	2	-2	-11	0
CC(C)COc1ccc(C(=O)OCCN2CCCCC2)cc1	0.0	-21	0.0	-6	-2	10	-4	-2
C[C@H](CO)N1C[C@H](C)[C@H](CN(C)S(=O)(=O)c2cccc(C#N)c2)OCc2cn(nn2)CCCC1=O	0.4	3	0.3	.	-5	.	-10	3
O=C(C[C@H]1CC[C@H](NC(=O)CC2CC2)[C@@H](CO)O1)NCc1ccc(-c2ccccc2)cc1	0.1	4	0.4	2	4	-3	3	-2

Complete entries from above. Order of screens: XiGFP reactiv, RAD52 anneal inh, E-sel inducer, esBAF inh, ERp5 inh, RAD54 inh, S100A4 inh HTS, ERAP1 inh
C=CCOc1ccc(-c2nc3c(c(=O)[nH]c(=O)n3CCCC)n2C)cc1OC is listed with 0.0, -5, ., -2, 2, -1, 1, -1
O=C(NC1Cc2ccccc2C1)[C@@H]1[C@@H](CO)[C@@H]2Cn3c(ccc(-c4ccccc4)c3=O)[C@H]1N2 is listed with 0.0, -2, 0.0, -1, 1, -3, -3, 7
Cc1ccccc1NC(=O)CCC(=O)N/N=C/c1c[nH]c2ccccc12 is listed with 0.0, -24, ., ., -1, ., 1, -2

Some values from the entries so far.
COc1cccc(/C=C(/C(=O)OCC(=O)NC2CCCCCCC2)c2ccccc2)c1 – XiGFP reactiv: 0.1
Cc1noc(C)c1NC(=O)N(C)C[C@H]1Oc2ncc(C#CC(C)C)cc2C(=O)N([C@@H](C)CO)C[C@@H]1C – RAD52 anneal inh: -8

Next part.
SMILES	XiGFP reactiv	RAD52 anneal inh	E-sel inducer	esBAF inh	ERp5 inh	RAD54 inh	S100A4 inh HTS	ERAP1 inh
Cc1ccc(C(=O)NCCc2c[nH]c3ccccc23)s1	0.5	-10	.	56*	2	-2	-2	2
CCCNC(=O)C1(C)CCCN(Cc2csc3ccccc23)C1 (stereo unspecified)	0.1	-4	0.0	-4	3	2	-4	2
O=C(Nc1nnc(-c2ccccc2)o1)C1CCCCC1	0.0	-1	0.0	3	-5	0	-7	6
COc1cccc(S(=O)(=O)Nc2ccc3c(c2)C(=O)N(C)[C@H]2CC[C@@H](CC(=O)O)O[C@@H]2CO3)c1	0.1	.	0.0	3	.	5	.	.
C[C@@H]1CN([C@@H](C)CO)C(=O)c2cc(NC(=O)c3ccncc3)ccc2O[C@H]1CN(C)C(=O)Nc1ccc(F)cc1	-0.8	-6	-3.3	2	2	4	1	-3
Cc1noc(C)c1S(=O)(=O)Nc1ccc2c(c1)C(=O)N([C@H](C)CO)C[C@@H](C)[C@H](CN(C)Cc1ccncc1)O2	-0.8	2	57*	-1	1	0	1	0
CCC1Oc2ccc(C)cc2N(CC(=O)NCC2COc3ccccc3O2)C1=O (stereo unspecified)	0.0	-4	-1.3	8	2	1	4	5
Cc1ccc(S(=O)(=O)Nc2ccc3c(c2)C(=O)N([C@@H](C)CO)C[C@@H](C)[C@H](CN(C)C(=O)c2ccccc2)OCCCC[C@H](C)O3)cc1	-0.1	16	.	5	-5	0	6	0
COc1ccccc1CNC(=O)CN(C)S(=O)(=O)c1ccc(Br)s1	0.3	-11	.	0	1	10	-1	2
COc1ccccc1-n1c(SCC(=O)N2CCOCC2)nc(O)cc1=O	0.1	-8	.	-2	1	-11	-5	4
O=C(Cc1ccccn1)N1CC2(C1)[C@@H](c1ccccc1)[C@@H](CO)N2C(=O)c1ccncc1	0.0	-174	0.4	.	0	.	-5	0
O=C(C[C@H]1C=C[C@@H](NS(=O)(=O)c2ccc(F)cc2)[C@H](CO)O1)NCc1ccncn1	0.0	-10	-0.2	-2	0	0	3	2
COc1ccc2[nH]cc(S(=O)(=O)c3ccc(C(C)C)cc3)c(=O)c2c1	0.1	4	-1.7	.	2	.	-10	.
O=C(CCl)N=c1sccn1Cc1ccc(Cl)cc1Cl	1.1	-5	.	.	7	.	1	-1
CCN(C[C@@H]1N[C@H](CO)[C@H]1c1ccc(-c2cccc(C#N)c2)cc1)C(=O)COC	0.3	-67	-0.1	-6	7	2	-5	-3
COCCn1c(=NC(=O)CCS(=O)(=O)c2ccccc2)sc2c(OC)ccc(OC)c21	0.0	-30	-0.1	-4	7	-4	4	0
COCCNC(=O)CSCc1c(F)cccc1Cl	.	0	.	3	-10	0	0	-7
CS(=O)(=O)Nc1ccc(C(=O)NCCSCc2c(F)cccc2Cl)cc1	0.1	5	.	-4	1	3	8	3
N#C[C@@H]1[C@H](c2ccccc2-c2ccc(F)cc2)[C@@H](CO)N1c1ncc(-c2ccccc2)s1	0.0	-4	0.3	.	3	.	12	1
CN(CC(=O)Nc1ccc(F)cc1)C(=O)Cn1cnc2ccc(Cl)cc2c1=O	0.2	-7	7.2	-3	-7	3	-6	-3
COc1ccc(/C=C2\C(=O)NC(=S)N2C(=O)c2ccc(C)cc2)cc1	0.6	i	-0.1	.	2	.	18	1
C=CC[C@H](CC(=O)N(CCO)Cc1ccccc1)C(=O)N[C@H](COC(=O)[C@@H](CC=C)Cc1ccc(F)cc1)Cc1ccccc1	0.1	-10	-0.3	1	2	7	7	-2
Cc1cc(C(=O)COc2cccc([N+](=O)[O-])c2)c(C)n1C1CC1	0.1	-19	5.4	71*	-9	3	0	-3
COc1ccc(NC(=O)CN(C)CC(=O)Nc2sc3c(c2C(N)=O)CCC3)cc1	0.1	-18	-0.2	6	1	1	-1	2
Nc1nc(N)c(-c2cccc(C(F)(F)F)c2)c(Cc2cccc(C(F)(F)F)c2)n1	0.2	-3	-0.6	-55	-1	.	-1	0
COC(=O)C1C(O)=C(C=Nc2cccc3ccccc23)C(=O)CC1(C)C (stereo unspecified)	0.0	-2	-0.6	.	-2	.	-1	3
N=C(c1cccc([N+](=O)[O-])c1)N1CCCCC1	0.0	-13	.	.	-1	.	-3	1
Cc1nn(Cc2ccccc2)c(C)c1NC(=O)c1cccs1	0.2	-19	4.5	3	-3	4	-3	-1
CC(=O)N[C@H]1CC[C@H](CCNC(=O)C2CCC2)O[C@@H]1CO	0.7	9	0.0	0	-2	3	7	4
COc1cccc(N2CCN(C(=O)C3CCCN(c4ncnc5c4nc4n5CCCCC4)C3)CC2)c1 (stereo unspecified)	0.0	9	-1.4	-14	.	-11	-3	0
COc1ccc(C(=O)NCC(c2ccco2)N2CCOCC2)cc1OC (stereo unspecified)	-0.1	-2	0.0	1	0	-2	-5	-1
O=C(COC(=O)CNC(=O)C1CCCCC1)Nc1cc(C(F)(F)F)ccc1Cl	0.1	-13	-0.1	10	-2	-12	-3	0
COc1ccc(S(N)(=O)=O)cc1C(=O)NCC(C)(C)N1CCCCC1	0.0	-16	0.0	-6	3	3	-2	1
CC(=O)c1ccc(N2CCN(CC3CCCCC3)CC2)cc1	0.0	-4	-0.3	-6	-10	0	-1	-1
O=C(C1CC1)N(CCN(Cc1ccccc1)C(=O)C1CC1)Cc1ccccc1	.	-6	.	-6	4	0	-1	20
C[C@H](CO)N1C[C@H](C)[C@@H](CN(C)S(C)(=O)=O)Oc2ccc(NC(=O)C3CCCCC3)cc2C1=O	0.0&-0.7	-5&-9	-12&0.2	4&3	2&3	-8&2	-3&-6	-1&-3
Fc1ccc(F)c(CN2CCN(c3ncccn3)CC2)c1	.	1	.	4	0	4	1	2
COc1ccc2[nH]c3c(c2c1)CCN1C(=O)N([C@@H](C)C(=O)NCc2ccccc2)C(=O)[C@]31C	.	-43	.	9	0	5	0	.
O=C(Nc1cccc(Cl)c1)N[C@H]1CC[C@H](CCNC(=O)C2CC2)O[C@H]1CO	-0.3	1	0.2	1	0	3	-17	-1
CCO[C@@H]1OC(C(=O)N2CCOCC2)=C[C@H](C2CCCCC2)[C@H]1CCCO	0.0	-2	-0.1	-4	-3	-4	1	-2
COc1ccc2c3c([nH]c2c1)[C@@H](CO)NCC31CCN(C(=O)c2ccccc2)CC1	0.0	-24	0.2	.	-1	.	-8	3
CCN(CC)Cc1c(C)[nH]c2ccc(NC(C)=O)cc2c1=O	0.0	-2	.	-1	-2	-4	-2	3
Cc1cc(OC(C)C(=O)N2CCN(c3ccccc3)CC2)c2c(C)c(C)c(=O)oc2c1 (stereo unspecified)	-0.1	-6	-0.1	-3	.	2	0	-3
CCC1CCCCN1C(=O)CSc1nnc(-c2ccc(OC)cc2)o1 (stereo unspecified)	0.2	2	-0.1	6	-1	-3	-1	-1
Nc1ccc(NC(=O)Nc2ccc(N)cc2)cc1	0.1	-7	-0.2	15	2	6	0	0
O=C(COC(=O)CNC(=O)c1ccccc1)NC1CCCCC1	0.4	-14	.	3	-10	-4	1	-2
Cc1ccc(C)c(S(=O)(=O)N2CCN(CC(=O)Nc3ccc4c(c3)CCC4)CC2)c1	0.0	-17	-1.6	6	-3	4	50	-1
Cc1ccc(SCCN2CCN(Cc3ccccc3)CC2)cc1	0.2	2	0.5	-4	1	-1	-14	-2
CCn1cc(C(=O)NCCC(=O)NC(C)C)c(=O)c2cc3c(cc21)OCO3	0.0	-4	0.7	2	2	7	2	2
O=C(CN1CCOCC1)N1CCCCN2[C@@H](CO)[C@H](c3ccc(/C=C/c4ccccc4)cc3)[C@@H]2C1	0.3	32	0.5	-7	-2	14	-6	6
Cn1c(SCC(=O)Nc2cccnc2)nnc1-c1ccccc1F	0.0	-24	.	2	-2	1	0	0
O=C(CN1CC(=O)Oc2ccccc21)OCC(=O)c1ccc(F)cc1	0.0	-37	-0.4	.	-10	.	4	2
O=C(CSc1ccc2nnc(-c3ccccn3)n2n1)Nc1ccc(F)cc1F	0.0	-5	0.8	-8	1	3	0	0
CC(C)NC(=O)N(C)C[C@@H]1Oc2ccc(NS(=O)(=O)c3cn(C)cn3)cc2CC(=O)N([C@@H](C)CO)C[C@H]1C	-0.1	-6	3.0	2	2	-1	12	1
CCCNC(=O)C[C@@H]1CC[C@H]2[C@@H](COc3ccc(NC(=O)c4cc(C)on4)cc3C(=O)N2C)O1	0.1	2	0.0	-4	-3	-16	-2	-1
Cc1noc(C)c1NC(=O)N(C)C[C@@H]1Oc2ccc(NC(=O)Cc3cn(C)c4ccccc34)cc2C(=O)N([C@@H](C)CO)C[C@@H]1C	-1.1	6	.	-1	-5	13	-23	-8
CCOC(=O)c1cn[nH]c1NC(=S)Nc1ccc(OC)cc1	0.0	-10	.	.	2	-2	1	-1
